From PubChem BioAssay
iPSC survival up: enhancers of human iPSC single-cell survival | survival enhancement, % at 20 µM | 360,000 tested, 0.044% active | hiPSC single-cell survival, ATPlite luminescence; 100% = ROCK inhibitor wells, 0% = DMSO; in the data active = survival enhancement above about 18%;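 also: cells exposed to compounds for 16 hours before the ATP read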
Glyco luc inh: blocks N-linked glycosylation in D54 reporter cells; 360,000 tested, 0.23% active; reporter increase, % at 12.5 µM; D54 ERlucT glycosylation luciferase reporter, 24 h; percent of 100 nM tunicamycin response;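 active = mean luciferase reporter signal, scaled so untreated is 0 and the glycosylation-blocking control 100, at or above a set limit in every replicate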;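 also: luciferase carries N-glycosylation sites so blocking glycosylation raises the light; 0% = median of neutral control wells and 100% = median of 100 nM tunicamycin wells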
ABHD5-PLIN5 inh: ABHD5-PLIN5 protein interaction inhibition. 360,000 tested, 0.78% active. inhibition, % at 4 µM. AID 602281. Q00G26+Q8WTS1. Split G. princeps luciferase complementation, luminescence, 4 h;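 active = inhibition above the mean inhibition across every tested compound plus 3 SD, cut at about 22% in these data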;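 also: 0% = DMSO only wells and the 100% control is not disclosed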
Target sequence (Q00G26 whole entry, looked up): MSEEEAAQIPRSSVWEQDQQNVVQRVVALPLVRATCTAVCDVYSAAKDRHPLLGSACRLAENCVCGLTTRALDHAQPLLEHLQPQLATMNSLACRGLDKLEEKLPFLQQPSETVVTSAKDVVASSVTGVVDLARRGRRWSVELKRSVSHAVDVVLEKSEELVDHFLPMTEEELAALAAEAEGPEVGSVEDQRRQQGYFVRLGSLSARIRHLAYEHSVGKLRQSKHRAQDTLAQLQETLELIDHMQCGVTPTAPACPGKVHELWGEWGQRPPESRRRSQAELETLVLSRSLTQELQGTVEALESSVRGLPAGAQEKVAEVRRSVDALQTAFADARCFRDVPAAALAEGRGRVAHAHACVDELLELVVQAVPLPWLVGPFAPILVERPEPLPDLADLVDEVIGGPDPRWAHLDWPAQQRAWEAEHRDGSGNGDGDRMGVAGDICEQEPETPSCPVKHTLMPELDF
Target sequence (Q8WTS1 whole entry, looked up): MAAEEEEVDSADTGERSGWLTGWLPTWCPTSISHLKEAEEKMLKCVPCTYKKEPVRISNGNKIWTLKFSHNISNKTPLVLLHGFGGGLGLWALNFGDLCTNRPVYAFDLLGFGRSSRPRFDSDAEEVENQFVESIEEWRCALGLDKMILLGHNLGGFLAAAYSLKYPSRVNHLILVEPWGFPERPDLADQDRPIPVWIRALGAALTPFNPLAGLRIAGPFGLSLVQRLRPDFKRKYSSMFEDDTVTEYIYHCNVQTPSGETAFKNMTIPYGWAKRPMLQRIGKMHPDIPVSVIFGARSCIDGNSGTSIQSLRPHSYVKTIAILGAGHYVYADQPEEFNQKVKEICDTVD
MC4R barr agon: activates human MC4R beta-arrestin recruitment. AID 540308. activation, % at 8.9 µM. P32245. U2OS MC4R beta-arrestin complementation, luminescence; percent of melanotan II response, DMSO zero. 360,000 tested, 0.98% active;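 active = activation above a per-plate cutoff, the mean activation of sample wells on that plate plus 3 SD, cut at about 8% in these data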
H9c2 protect: protects H9c2 cardiomyocytes from peroxide injury; H2O2 injury protection, ATPLite, 2 h; 360,000 tested, 0.63% active; protection from H2O2 cell death, % at 20 µM;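 active = compounds giving at least 50% protection of heart cells from peroxide-induced death in the single-dose screen, raw or plate-pattern-corrected value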;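 also: 0% = DMSO wells with peroxide and 100% = DMSO wells without peroxide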
Exocytosis inh: lytic granule exocytosis inhibition. TALL-104 LAMP-1 surface exposure, flow cytometry; cells stimulated with thapsigargin and PMA. inhibition, % at 10 µM. 360,000 tested, 0.66% active. AID 651702;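 active = inhibition above about 55%, limit read from the data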
ABCB6 inh 2: human ABCB6 transporter inhibition. 360,000 tested, 0.19% active. K562-ABCB6 porphyrin accumulation, flow cytometry, 1 h; active compounds read low. fluorescence ratio to DMSO, % at 10 µM. AID 602162;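 active = fluorescence ratio to DMSO below 75%, the collection mean minus 3 SD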;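 also: signal is porphyrin accumulated inside mitochondria; 100% equals median channel fluorescence of DMSO control wells; lower ratio means ABCB6 inhibition with less porphyrin fluorescence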
aDG glyco act: alpha-DG glycosylation activation. AID 624168. Pro5-aDG cells, alpha-DG glycosylation AlphaScreen (IIH6); 0% Pro5, 100% B10-LARGE cell signal. 360,000 tested, 0.22% active. activation, % at 10 µM;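 active = activation of at least 8% versus controls, or a plate z-score of at least 8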;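 also: Pro5 are CHO cells carrying HIG-tagged alpha-DG that lacks glycosylation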
MC4R antag cAMP: blocks human MC4R cAMP signaling. P32245. MC4R-expressing cells, MTII-stimulated cAMP, LANCE TR-FRET. inhibition, % at 6.5 µM. 360,000 tested, 0.48% active. AID 540295;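 active = inhibition above its plate's cutoff, the mean of tested wells on that plate plus 3 SD, cut at about 29% in these data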;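 also: 0% = Melanotan II alone and 100% = Melanotan II plus saturating MCL0020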
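material = U2OS cells stably expressing human melanocortin 4 receptor (MC4R) | also added = Melanotan II challenge | dosing = single nominal compound dose of 6.5 µM | detection = TR-FRET with Eu-cAMP and labeled anti-cAMP, 671 nm | replication = singlicate | timing = compound 30 min, challenge 1 h, detection 1 h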
m5-HT2A agonist: mouse HTR2A agonism via beta-arrestin recruitment; P35363; CHO-K1 mHTR2A beta-arrestin complementation, luminescence; percent of 30 µM serotonin response; activation, % at 7.6 µM; 360,000 tested, 0.66% active; AID 624169;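 active = activation above a run cutoff, the mean activation of all tested compounds plus 3 SD, cut at about 14% in these data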;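 also: 0% = plate median of compound wells and 100% = 30 µM serotonin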
Numbers without * were called inactive.

SMILES | iPSC survival up | Glyco luc inh | ABHD5-PLIN5 inh | MC4R barr agon | H9c2 protect | Exocytosis inh | ABCB6 inh 2 | aDG glyco act | MC4R antag cAMP | m5-HT2A agonist
O=C(CN1CCCCC1)Nc1cc(Cl)ccc1Cl | -1.1 | -3 | -5 | 3.0 | -8 | -4 | 102 | 0.1 | 0 | 6
CC(=O)Nc1ccc2c(c1)nc(CN1CCCC1)n2C | -2.8 | -1 | 2 | -1.3 | 7 | -5 | 99 | -0.3 | 7 | -2
COc1ccc(OC)c(CN(CCN2CCOCC2)C(=O)Nc2cccc(Cl)c2)c1 | -1.3 | -1 | -1 | 0.4 | 3 | -2 | 101 | 0.2 | 0 | 1
COC(=O)c1cncc(O)c1 | 6.5 | 0 | -2 | 0.6 | 15 | -3 | 102 | -0.2 | 9 | -1
CC(=O)c1sc(NC(=O)c2cc(-c3ccccc3)nn2-c2ccccc2)nc1C | 2.2 | -6 | -1 | -1.2 | 35 | -1 | 100 | 1.0 | 18 | -1
CCOC(=O)CCn1nnc(N)n1 | -2.0 | 2 | 3 | -0.4 | 6 | -2 | 97 | -0.2 | 5 | 0
O=C(NCc1ccccc1)c1onc(CSc2nc3ccccc3[nH]2)c1C(=O)NCc1ccccc1 | 1.2 | 1 | -1 | 0.7 | -4 | -3 | 96 | 0.1 | 8 | 3
Cc1ccc(S(=O)(=O)N/N=C\c2cc3c(cc2Br)OCO3)cc1 | -0.2 | -1 | -8 | -0.9 | -2 | -1 | 102 | 0.2 | -1 | 5
COc1ccc(CC(=O)NC(C)c2nnc(SCC(=O)Nc3cc(C)ccc3OC)n2C)cc1 (stereo not drawn) | 0.4 | 0 | 1 | -1.3 | -6 | 0 | 103 | -0.2 | 8 | 6
COC(=O)c1ccc(COc2ccc(/C=N/O)cc2)o1 | -0.4 | -1 | 5 | -3.5 | -7 | 8 | 99 | -0.2 | 16 | 4
COC(=O)CNC(=O)C(NC(=O)OCc1ccccc1)C(C)C (stereo not drawn) | -1.2 | 0 | 2 | -3.8 | 18 | 5 | 96 | -0.4 | 3 | -1
C=CCNC(=O)c1ccc(N(Cc2ccc(Cl)cc2)S(C)(=O)=O)cc1 | -0.2 | 1 | 2 | -0.2 | -5 | 10 | 99 | 0.1 | -3 | 2
C=CCNC(C(=O)Nc1cccc(OC)c1)c1ccccc1 (stereo not drawn) | -0.9 | 2 | -3 | -0.2 | 3 | -5 | 104 | -0.4 | 16 | -2
O=C(NN1C(=O)C2C3C=CC(C4CC34)C2C1=O)c1cccc(Br)c1 (stereo not drawn) | 0.4 | 2 | 2 | 0.1 | 2 | 3 | 100 | 0.0 | -3 | 1
O=C(NCCCN1CCOCC1)C1CCN(S(=O)(=O)c2cccc(C(F)(F)F)c2)CC1 | -0.6 | 1 | 2 | -0.6 | 2 | 28 | 109 | 0.0 | -4 | -8
CC(=O)Nc1cccc2c1C(=O)N(c1cccc(C)c1)C2=O | -1.7 | -1 | 1 | -1.4 | 1 | -2 | 100 | -0.3 | 7 | 2
Cc1onc(-c2c(F)cccc2Cl)c1C(=O)NC(=S)NCc1cccnc1 | -0.8 | -1 | -5 | -0.5 | 0 | -2 | 97 | -0.1 | 8 | -3
CCOC(=O)c1ccc(N2C=C(C(=O)OC)C(c3ccc(OC)c(O)c3)C(C(=O)OC)=C2)cc1 | -0.1 | 3 | 7 | 0.2 | 1 | 31 | 100 | 0.0 | 18 | 7
O=C(O)c1ccccc1C(c1ccc(O)cc1)c1ccc(O)cc1 | 0.2 | -1 | -1 | -1.3 | -4 | 2 | 98 | 0.1 | 2 | 1
CCn1c(/C=C/Nc2ccccc2)[n+](CC)c2cc(Cl)c(Cl)cc21 | -4.8 | -3 | -4 | -0.9 | -25 | 12 | 99 | 1.0 | -1 | -1
CC(OC(=O)Cc1n[nH]c(=O)c2ccccc12)C(=O)Nc1cccc([N+](=O)[O-])c1 (stereo not drawn) | -0.8 | 1 | 4 | -1.3 | 58* | -2 | 98 | 0.5 | 7 | -5
S=C(NC1CCCCC1)NN1CCOCC1 | -0.7 | 1 | 1 | -3.1 | 0 | 5 | 89 | -0.2 | 7 | 0
O=C(CN1CCOCC1)Nc1ccc(S(=O)(=O)N2CCCCCC2)cc1 | -0.3 | 1 | 4 | -3.0 | 1 | 8 | 102 | 0.1 | 11 | -1
CC1=NOC(=O)/C1=C/c1ccc(O)c(Cl)c1 | -0.6 | 6 | 1 | -3.2 | 2 | -30 | 96 | -0.2 | -6 | -4
COc1ccc(C(=O)NCC(=O)OCC(=O)N2N=C(c3ccc(Cl)cc3)CC2c2ccco2)cc1OC (stereo not drawn) | 1.2 | 5 | 7 | -2.4 | 4 | 6 | 87 | 0.4 | 9 | 4
Cc1cc2c(cc1S(N)(=O)=O)S(=O)(=O)CCC2 | 2.8 | 3 | -7 | 0.5 | 4 | -4 | 96 | -0.3 | 4 | -1
CC(C(O)C12CC3CC(CC(C3)C1)C2)N1CCCCC1 (stereo not drawn) | -3.7 | 0 | 3 | 0.5 | -2 | -1 | 103 | 0.3 | 2 | -3
CCn1c(CSc2nc3ccccc3s2)nnc1SCC(=O)c1ccc(O)cc1O | -0.2 | -4 | -1 | 1.1 | -1 | -5 | 98 | -0.6 | 6 | 0
Cc1cccc(NC(=O)COC(=O)CN2C(=O)c3ccccc3C2=O)c1C | -3.0 | 5 | -9 | -1.2 | -2 | 16 | 102 | 3.8 | 14 | 14
COc1cccc(CC(=O)OCC(=O)NCc2ccc3c(c2)OCO3)c1 | 0.2 | 0 | 5 | -1.2 | -4 | 2 | 100 | 0.1 | 13 | 2
CN(CCOc1ccccc1)CC(O)COCc1ccccc1F (stereo not drawn) | -0.1 | 1 | 2 | 0.9 | 2 | 3 | 98 | 0.4 | 4 | -2
CCOC(=O)N1CCN(C(=O)c2ccc(CS(=O)(=O)c3ccccc3OC)o2)CC1 | 2.6 | -9 | -4 | 1.1 | 3 | 1 | 101 | 0.1 | 18 | -3
CC1(C(=O)NS(=O)(=O)c2ccccc2Cl)CCN1C(=O)Cc1ccccc1 (stereo not drawn) | 1.5 | 1 | 5 | -0.8 | -1 | -7 | 99 | 0.3 | 0 | 0
CCOCC(=O)Nc1ccc([N+](=O)[O-])cc1Cl | 0.5 | 1 | 4 | 0.5 | 3 | -1 | 93 | 0.1 | -9 | 6
CCSc1nnc(CSc2ncccn2)n1C | -0.8 | 1 | 1 | -2.2 | 11 | 19 | 104 | 0.0 | 11 | 3
CCOC(=O)c1ccc(NC(=S)N2CCCC(C(=O)OCC)C2)cc1 (stereo not drawn) | -0.6 | 0 | -13 | -3.0 | 6 | -1 | 93 | 0.1 | 11 | 2
Fc1ccc(CSc2ccc3nnc(-c4cccnc4)n3n2)cc1 | 0.8 | 18 | 3 | -2.5 | 80* | 2 | 94 | 0.3 | -18 | 6
O=C(CC1CC1)Nc1ccc2c(c1)[C@H]1C[C@H](CC(=O)N3CCc4ccccc4C3)O[C@@H](CO)[C@H]1O2 | 0.3 | 1 | 4 | 1.0 | 3 | -1 | 98 | 0.6 | 7 | -5
O=C(CN1C(=O)NC2(CCc3ccccc32)C1=O)Nc1ccc(Cl)cc1F (stereo not drawn) | 0.3 | 3 | 3 | -1.2 | -1 | 0 | 97 | 0.1 | -2 | 0
Cc1cc(N2C(=O)C=CC2=O)c([N+](=O)[O-])cc1C | 0.9 | -6 | 33* | -3.2 | -13 | 10 | 100 | -0.8 | -5 | -3

Quoted at random: four compounds from above.
SMILES | iPSC survival up | Glyco luc inh | ABHD5-PLIN5 inh | MC4R barr agon | H9c2 protect | Exocytosis inh | ABCB6 inh 2 | aDG glyco act | MC4R antag cAMP | m5-HT2A agonist
CC1(C(=O)NS(=O)(=O)c2ccccc2Cl)CCN1C(=O)Cc1ccccc1 (stereo not drawn) | 1.5 | 1 | 5 | -0.8 | -1 | -7 | 99 | 0.3 | 0 | 0
Fc1ccc(CSc2ccc3nnc(-c4cccnc4)n3n2)cc1 | 0.8 | 18 | 3 | -2.5 | 80* | 2 | 94 | 0.3 | -18 | 6
COC(=O)c1ccc(COc2ccc(/C=N/O)cc2)o1 | -0.4 | -1 | 5 | -3.5 | -7 | 8 | 99 | -0.2 | 16 | 4
CC(=O)Nc1cccc2c1C(=O)N(c1cccc(C)c1)C2=O | -1.7 | -1 | 1 | -1.4 | 1 | -2 | 100 | -0.3 | 7 | 2

The results go on:
SMILES | iPSC survival up | Glyco luc inh | ABHD5-PLIN5 inh | MC4R barr agon | H9c2 protect | Exocytosis inh | ABCB6 inh 2 | aDG glyco act | MC4R antag cAMP | m5-HT2A agonist
Cc1cc(NC(=O)c2cc3ccccc3o2)ccc1NC(=O)c1ccccc1 | -0.3 | -2 | 0 | 0.3 | 3 | 0 | 102 | 0.1 | 0 | 2
Cc1cc(C)n2nc(SCC(=O)c3c(N)n(CC(C)C)c(=O)n(C)c3=O)nc2n1 | -0.4 | -1 | -4 | -1.3 | -6 | 5 | 92 | -0.2 | 9 | 5
Cc1cnc(NC(=O)CSc2nnc(C)s2)s1 | 3.6 | 1 | 2 | -2.1 | 0 | 3 | 94 | -0.4 | 9 | 1
O=C1OC[C@H]2CCCN2C(=O)[C@@H](CC(=O)N(CCO)Cc2ccccc2)C/C=C\C[C@@H]1Cc1ccc(F)cc1 | -1.4 | 2 | 8 | -3.5 | -7 | -8 | 96 | 0.0 | 2 | 3
NC(=O)c1ccc(Nc2nc(C(N)c3ccccc3Cl)cs2)cc1 (stereo not drawn) | 28* | -2 | 8 | -1.5 | -2 | -2 | 97 | -0.2 | 12 | -2
Cc1ccc(C2=NS(=O)(=O)N(C)C(C(=O)NCc3ccccc3)=C2)cc1 | 1.7 | 1 | -6 | -0.7 | 10 | -4 | 97 | -0.4 | -2 | -4
O=C(CCS(=O)(=O)Cc1ccccc1F)NCCCN1CCCCC1 | 6.0 | 2 | -3 | -1.4 | 3 | -6 | 104 | -0.4 | 8 | -1
Cc1cc(C)n2nc(-c3ccccc3)c(-c3ccccc3)c2n1 | -0.4 | 7 | -3 | -0.1 | -2 | 2 | 99 | 0.1 | -2 | 3
O=C(NCCn1ccc2ccccc21)c1cccc([N+](=O)[O-])c1 | -0.7 | -2 | -4 | -2.1 | 4 | -6 | 98 | 0.1 | -3 | -1
CC(=N[C@@H]1CCCC[C@H]1N=C(C)c1ccccc1O)c1ccccc1O | -2.1 | 2 | 0 | -1.5 | 0 | 12 | 100 | -0.1 | 8 | -1
COc1ccc([N+](=O)[O-])cc1Nc1c2ccccc2nc2ccccc12 | -0.6 | 25 | 6 | -0.3 | -20 | 73* | 91 | -0.5 | -18 | -3
CCc1ccc(-c2cc(C)no2)cc1S(=O)(=O)N1CCN(c2ccc(C(C)=O)cc2)CC1 | -0.2 | -4 | 0 | -2.0 | -2 | 6 | 94 | 0.6 | 1 | -4
Cc1ccc(S(=O)(=O)NC(=O)N(C)C2CCCCC2)cc1 | -0.6 | -2 | 12 | -0.1 | 1 | -2 | 110 | -0.1 | 2 | 1
C=CCNC(=O)CC1Nc2c3ccccc3nc(=S)n2C1=O (stereo not drawn) | -0.8 | 1 | -6 | -3.8 | 1 | -2 | 98 | 0.3 | 13 | -4
CCOC(=O)C1ON2CCCCC2C1(O)C(F)(F)F (stereo not drawn) | -0.8 | 4 | 4 | -1.5 | 2 | -1 | 99 | 0.0 | -1 | 2
